# PKA-R2B activ = activators of PKA-R2B holoenzyme, primary screen, biochemical, fluorescence polarization, Cy5-IP20, human; cAMP-dependent protein kinase catalytic subunit beta (Homo sapiens) + cAMP-dependent …; PKA-R2B holoenzyme dissociation; R2B truncated from residue 108, S112A mutant; 0% DMSO only, 100% 113 µM cGMP; activation, % at 11.4 µM; hit rate 0.079% among 340,000; AID 504700, 2011;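 active means activation above a cutoff set at the mean over all compounds plus 3 SD, cut at about 18% in these data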;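 further: higher means more holoenzyme dissociation and a rise in polarization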
# OPRM1-OPRD1 inv = inverse agonists of MOR-DOR heterodimerization, primary screen, cell-based, luminescence; Mu-type opioid receptor (Homo sapiens) + Delta-type opioid receptor (Homo sapiens), …; cell-based MOR-DOR heterodimer luminescence, inverse agonism; inhibition, % at 9.3 µM; hit rate 0.21% among 340,000; AID 504357, 2011; in the data active means inhibition above about 22%, passing the limit was not always enough;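 further: 0% = cells with DMSO and 100% = wells without cells with DMSO; values of inactives mirror those of a sister screen read the other way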
# Target sequence (P35372 whole entry, looked up): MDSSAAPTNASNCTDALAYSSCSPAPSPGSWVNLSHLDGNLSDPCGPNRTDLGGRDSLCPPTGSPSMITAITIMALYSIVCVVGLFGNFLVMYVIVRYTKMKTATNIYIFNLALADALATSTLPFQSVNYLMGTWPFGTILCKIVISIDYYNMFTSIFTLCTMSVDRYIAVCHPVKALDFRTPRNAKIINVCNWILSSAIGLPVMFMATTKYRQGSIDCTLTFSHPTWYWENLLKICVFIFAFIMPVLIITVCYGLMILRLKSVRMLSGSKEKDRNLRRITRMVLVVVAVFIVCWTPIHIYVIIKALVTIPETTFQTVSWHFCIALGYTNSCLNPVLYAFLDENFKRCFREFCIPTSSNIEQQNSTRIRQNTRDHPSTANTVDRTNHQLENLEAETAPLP
# Target sequence (P41143 whole entry, looked up): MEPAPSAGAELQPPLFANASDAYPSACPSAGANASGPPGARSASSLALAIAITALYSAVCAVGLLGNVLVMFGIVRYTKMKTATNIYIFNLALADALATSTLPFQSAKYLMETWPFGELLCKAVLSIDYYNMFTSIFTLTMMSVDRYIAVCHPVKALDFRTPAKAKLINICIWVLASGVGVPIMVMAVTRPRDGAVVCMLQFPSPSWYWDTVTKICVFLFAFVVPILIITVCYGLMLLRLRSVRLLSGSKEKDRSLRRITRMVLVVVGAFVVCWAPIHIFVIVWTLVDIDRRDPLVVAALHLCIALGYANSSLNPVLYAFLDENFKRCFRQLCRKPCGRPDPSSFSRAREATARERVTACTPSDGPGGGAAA
# DAGLB inhibitor = DAGLB lipase inhibitors, primary screen, biochemical, fluorescence, HTS; HEK293T DAGLB membrane lysate, EnzChek fluorogenic substrate; inhibition, % at 5.17 µM; hit rate 0.059% among 340,000; in the data active means inhibition above about 34%;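 further: 0% = enzyme with vehicle and 100% = wells lacking enzyme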
# Arr AP2 block = inhibitors of beta-arrestin/AP2 binding, primary screen, biochemical, GPCR trafficking, flow cytometry | FITC-arrestin peptide / GST-AP2 beads; AP2 beta2 appendage carries R879A mutation | inhibition, % at 10 µM | hit rate 0.31% among 340,000;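 active means inhibition above a set limit, near 3 SD of compounds lacking own fluorescence, cut at about 54% in these data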;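 further: plate controls were DMSO wells for no effect and 5 µM unlabelled arrestin peptide for full effect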
#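 Assay system: GST-AP2 R879A bound to glutathione beads, E. coli-expressed; Medium: PBS with 0.05% Tween 20 and 0.1% BSA; Also added: fluorescein-tagged arrestin peptide at 50 nM final; Timing: 12 min plus 1 h, RT; Measured by: flow cytometry, FL1 (488/535 nm); Evaluation: percent drop in bead-associated FITC signal.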
# HTR5A ag ctr = HTR5A agonists in luminescence cell assay, primary screen, counter-screen for OPRM1-OPRD1 heterodimer agonist project, full-deck HTS; AID 504692, 2011; hit rate 0.61% among 340,000; 5-hydroxytryptamine receptor 5A (Homo sapiens), P47898; activation, % at 9.3 µM; cell-based; in the data active means activation mostly above about 9.5%, no sharp cut-off; inactive means mostly below about 7.6%;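 further: 0% = cells with vehicle only and 100% = reference agonist; strong numbers were not always called active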
# PKA-R1A act = activators of PKA-R1A holoenzyme, primary screen, biochemical, fluorescence polarization, Cy5-IP20, bovine R1A, mouse PKAc | cAMP-dependent protein kinase type I-alpha regulatory subunit (Bos taurus) + … | PKA-R1A dissociation; scaled: DMSO 0%, 113 µM cGMP 100% | activation, % at 11.4 µM | hit rate 0.083% among 340,000 | AID 504707, 2011;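 active means percent activation above the mean of all tested compounds plus 3 SD, cut at about 19% in these data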;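 further: higher means more PKAc released from R1A so a rise in polarization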
# Pemphigus Ab inh = inhibitors of pemphigus antibody binding to DSG3, primary screen, biochemical, bead-based, flow cytometry, scFv-GFP; Desmoglein-3 (Homo sapiens), P32926; DSG3-coupled beads, scFv-anti-DSG3-GFP binding; hits give low values; binding (percent of control), % at 10 µM; hit rate 0.48% among 310,000; AID 588358, 2011;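 active means binding more than 3 SD below its plate's average and above zero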;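 further: hits lower antibody fragment binding to DSG3; some compounds called inactive have numbers as strong as hits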
# MOR-DOR ag = agonists of OPRM1-OPRD1 heterodimerization, primary screen, cell-based, luminescence; Mu-type opioid receptor (Homo sapiens) + Delta-type opioid receptor (Homo sapiens), …; cells; activation, % at 9.3 µM; hit rate 0.3% among 340,000; in the data active means activation above about 18%;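 further: 0% = vehicle-treated cells and 100% = reference agonist; values of inactives mirror those of a sister screen read the other way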
# HTR5A inv ag = HTR5A inverse agonists in luminescence cell assay, primary screen, counter-screen for OPRM1-OPRD1 heterodimer inverse agonist project, full-deck HTS; 5-hydroxytryptamine receptor 5A (Homo sapiens), P47898; HTR5A cell line, inverse agonism; inhibition, % at 9.3 µM; hit rate 0.083% among 340,000; AID 504634, 2011; in the data active means inhibition mostly above about 23%, no sharp cut-off; inactive means mostly below about 18%;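 further: 0% = cells with DMSO and 100% = no-cell wells with DMSO; some compounds called inactive have numbers as strong as hits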
# V-ATPase pHluor = regulators of yeast V-ATPase proton pumping, primary screen, pHLuorin cytosolic pH fluorescence. S. cerevisiae. response, % at 10 µM. hit rate 0.37% among 350,000; in the data active means response mostly above about 7.3%, no sharp cut-off; inactive means mostly below about 5.4%; further: actives read high; inactives centre near 0; some compounds called inactive have numbers as strong as hits; reference of the scale not given here
# * hit, by the source's call; x = not tested or not shown.
SMILES,PKA-R2B activ,OPRM1-OPRD1 inv,DAGLB inhibitor,Arr AP2 block,HTR5A ag ctr,PKA-R1A act,Pemphigus Ab inh,MOR-DOR ag,HTR5A inv ag,V-ATPase pHluor
O=C(Nc1nc2ccc(Cl)cc2s1)c1cccc(N2C(=O)CCC2=O)c1,-5.6,2.2,-0.4,28.4,10.5,4.3,100.5,-0.3,-31.6,-1.4
Cc1onc(-c2c(Cl)cccc2Cl)c1C(=O)Nc1ccc2c(c1)OCO2,-0.1,0.6,-3.4,4.1,6.7,-6.6,99.3,-0.1,-17.4,-2.1
COC(=O)NC(=S)N1CCOCC1,0.2,11.9,-3.4,-12.6,1.1,8.6,107.0,-2.3,9.2,-1.8
O=C(Nc1ccccc1C(=O)N1CCCC1)c1ccc(Cl)c([N+](=O)[O-])c1,-7.5,-17.2,5.8,3.8,0.2,-2.1,109.3,2.4,-0.6,3.6
COc1ccc(-c2noc(CN3CCN(c4ccccc4)CC3)n2)cc1,6.4,-1.1,-14.9,2.6,-1.0,-0.9,111.6,0.2,2.6,0.2
Cc1ccc(-n2c(O)c(/C=C3/C(c4ccccc4)=Nc4ccccc43)c(=O)[nH]c2=O)cc1,-2.5,8.7,0.8,9.3,0.5,-6.5,94.8,-1.7,-6.3,-3.8
CC(OC(=O)c1cccc(-n2cnnn2)c1)C(=O)Nc1ccc(F)cc1 (configuration not stated),-6.7,5.1,-1.9,-4.1,6.5,-8.7,104.4,-1.0,8.6,5.6
COc1ccc(CNC(=O)CCNS(=O)(=O)c2ccc(C)cc2)cc1,-17.2,17.3,-1.6,-5.8,2.1,-6.8,106.3,-3.0,8.4,-2.5
C#CCOCCOCCOCCNc1nc(N2CCN(C(=O)CCCCCCCCCCNC(=O)[C@H](CCCCN)n3cc(C[C@@H](C)CC)nn3)CC2)nc(N2CCN(C(=O)CCCCCCCCCCNC(=O)[C@H](CCCCN)n3cc(C[C@@H](C)CC)nn3)CC2)n1,-1.6,-61.1,3.7,8.3,1.1,-1.1,125.6,11.2,-2.7,8.4
CC(Sc1nnc(-c2ccco2)n1N)C(=O)NC1CCCCC1C (configuration not stated),7.7,-7.1,-5.8,2.6,1.1,-1.1,101.4,1.8,-5.3,1.0
CC(=C/c1ccccc1)/C=N/NC(=O)c1nnn(-c2nonc2N)c1CN1CCC(C)CC1,-1.5,-4.6,-1.6,0.3,-1.0,2.6,103.9,0.9,2.7,2.3
CCc1nc(SCC(=O)NCc2ccco2)c2c(=O)n(C)c(=O)n(C)c2n1,-8.6,9.8,0.9,15.2,-3.5,-9.5,102.4,-1.7,-9.9,0.9
O=C(O)CSC(=S)N1CCCCC1,0.3,8.2,0.0,7.0,4.8,11.5,114.8,-1.6,21.2,0.7
CC1CCCCC1NC(=S)Nc1ccc(SC(F)F)cc1 (configuration not stated),5.3,-29.6,-5.9,6.8,1.5,6.3,108.8,6.0,-3.2,-0.4
CS(=O)(=O)N(CC(=O)Nc1ccc(Br)cc1)C1CCCCC1,-9.9,-23.0,-5.1,-0.2,-4.6,-5.6,118.6,4.7,15.6,1.4
O=c1cc(O)c(-c2cccc(C(F)(F)F)c2)c(Cl)[nH]1,-12.0,6.8,1.9,-7.2,1.4,5.9,105.8,-1.0,13.6,0.1
CSc1ccccc1NC(=O)CSc1nnc(COc2ccccc2)o1,-2.6,10.4,-0.2,1.6,-2.4,-0.3,x,-1.4,6.5,7.0
COCn1ccnc1C(O)(c1ccc(OC)cc1)c1ccc(OC)cc1,7.3,10.3,2.9,42.7,3.8,-11.8,101.4,-2.3,-64.7,-0.7
CCCCn1c(N)c(N(CCOC)C(=O)COC(=O)COc2cc(C)ccc2Cl)c(=O)[nH]c1=O,-6.1,6.8,2.8,-6.8,-1.9,-5.7,100.5,-1.0,4.8,-0.3
NC(=O)c1oc2ccccc2c1NC(=O)C1COc2ccccc2O1 (configuration not stated),-2.1,3.5,-0.4,15.1,-0.4,0.1,109.4,-0.7,-0.6,-2.6
CC(C)(C)c1ccc(OC(=O)Cn2c(C(F)(F)F)nc3ccccc32)cc1,-2.5,-8.3,-7.8,0.8,-1.1,-8.7,98.8,1.8,-20.6,-2.0
COc1ccc(OC)c(-c2csc(N(C)C(=O)Cc3ccccc3)n2)c1,2.9,2.6,-17.0,7.6,-1.3,2.7,104.2,-0.5,-8.0,-1.1
CC(C)(C)OC(=O)C[C@@H]1C/C=C\C[C@H](CC(=O)NCCO)C(=O)N2CCC[C@H]2COC1=O,5.7,16.0,-1.4,21.4,3.5,-14.1,102.9,-3.5,-10.9,-5.0
CCN(CC)S(=O)(=O)c1cc(NC(=O)CO/N=C(\N)c2ccccc2Cl)ccc1C,7.0,6.6,-4.2,9.3,4.7,8.2,x,-1.8,-8.1,0.6
CC(=Nc1ccc(C)cc1C)c1sc2ccccc2c1O,1.0,-23.1,-9.7,-6.7,-1.1,-5.3,96.2,4.4,18.8,-1.3
COc1ccccc1CNC(=O)CN(c1ccc(C)cc1)S(=O)(=O)c1c(C)noc1C,-9.7,14.1,-1.3,0.2,-0.6,-0.3,97.5,-2.7,2.3,-51.2
Cc1cc(C)cc(NC(=O)CSc2nnc(Cn3c(=O)sc4ccccc43)n2C)c1,9.8,5.1,-2.5,17.7,-3.8,4.2,103.6,-1.0,10.4,1.7
CCOC(=O)N1CCN(C(=O)c2c[nH]c3ccc(S(=O)(=O)N(C)c4ccc(F)cc4)cc3c2=O)CC1,5.2,17.5,-0.4,-24.6,0.1,-1.3,x,-3.4,-0.5,2.1
COc1ccc(N2CCN(c3cc(C)c4ccccc4n3)CC2)cc1,3.9,2.9,-0.8,26.5,0.2,-5.3,116.7,-0.6,-36.0,-3.1
O=C(Nc1ccccc1N1CCCCC1)c1ccc(-c2cc(Cl)ccc2Cl)o1,-6.5,13.2,-3.8,3.7,-5.2,-3.7,99.6,-2.5,7.1,0.5
O=C(NC(=S)NCc1ccncc1)c1ccccc1,-0.9,-3.4,-0.1,11.7,-0.5,4.2,85.5,0.5,1.3,7.6
COc1cc(C(=O)CCc2ccc3c(c2)OCO3)cc(OC)c1OC,-0.2,18.9,-8.9,-0.7,0.2,-11.7,120.1,-3.9,-1.0,0.4
Cc1ccc2nc(SCC(=O)NC3CC3)[nH]c2c1,2.2,9.1,-2.5,15.0,1.7,1.6,x,-1.7,-29.3,-0.1
O=C(/C=C/c1ccccc1[N+](=O)[O-])N1CCCCC1,-4.2,6.6,0.9,-1.4,2.2,-1.9,106.0,-1.0,-2.9,0.8
O=C(CNC(=O)c1cccc(Br)c1)N/N=C/c1cc(Br)cc(Br)c1O,6.2,-27.7,8.8,24.6,-7.3,-2.2,87.2,4.2,18.2,2.1
Cc1c[n+]([O-])cc(C)c1[N+](=O)[O-],-7.4,13.3,-1.9,10.2,0.2,1.5,96.6,-2.7,-1.0,-0.5
COCCNC(=S)NNc1cccc(C(=O)O)c1,-7.2,-1.5,-1.6,-8.3,-3.5,-0.2,97.3,0.3,8.9,-4.0
O=C(CNC(=O)c1ccc2ccccc2c1)NCc1ccc(F)cc1,-7.1,-10.9,-5.0,32.8,4.3,-0.8,99.6,1.4,-12.8,-3.6
CC(C)CN1CCNC(=O)C1CC(=O)NCCCN1CCCc2ccccc21 (configuration not stated),9.3,7.4,3.3,3.6,2.9,3.3,100.0,-1.5,-24.3,-4.2
Cc1cc(C)n(CC(=O)NNC(=O)CCNC(=O)c2ccccc2Cl)n1,-1.8,-2.4,-0.5,4.4,-2.9,-12.3,117.0,0.4,16.5,-3.8
COc1ccc(O)c(C(=O)c2cnc3c(c2)c(-c2ccc(F)cc2)c(C#N)c(=O)n3C)c1,1.4,-23.0,1.0,41.3,5.6,1.2,99.0,4.5,-15.9,1.2
O=C(c1ccco1)N1CCN(C2CC(=O)N(c3ccccc3)C2=O)CC1 (configuration not stated),-2.6,9.9,-3.0,-1.5,7.4,-4.9,99.3,-1.9,10.9,4.6
Cc1ccc(NC(=O)CN(CCc2ccccc2)S(C)(=O)=O)cc1,0.8,-19.8,-1.2,33.2,-0.9,-3.9,103.5,4.2,3.5,4.3
Cc1cccc(NC(=O)COc2cccc3c2CCNC3=O)c1,6.0,x,-4.7,x,x,2.4,96.2,x,x,0.7
Cc1sc(NC(=O)CN2CCCC2)nc1-c1ccc2c(c1)CCN2C(=O)c1cccc(F)c1,-4.5,6.9,1.6,-4.7,5.9,-7.7,104.2,-1.3,-15.8,1.4
COc1ccc(CNC(=O)C2C3C=CC4(CN(Cc5cccnc5)C(=O)C24)O3)cc1 (configuration not stated),11.5,14.5,-2.3,5.7,-0.7,7.6,93.1,-2.5,9.7,-1.8
CC(CCCC(C)(C)O)NC(=O)c1cc(COc2ccc3ncccc3c2)on1 (configuration not stated),-3.5,-6.2,-0.8,-4.5,1.6,-5.5,108.3,1.3,-1.2,1.4
O=C(Nc1ccc([N+](=O)[O-])cc1Br)c1cc2ccccc2nc1Cl,-15.3,-0.2,2.5,-20.4,4.0,-7.2,101.3,0.0,-11.3,3.9
COC(=O)[C@]1(Cc2ccccc2)N[C@H](CN(C)C(=O)Nc2ccc(C(F)(F)F)cc2)[C@@H]2C(=O)N(Cc3ccccc3)C(=O)[C@@H]21,-5.2,-6.4,-0.4,3.6,-1.6,-19.8,95.6,1.4,5.8,-2.2
COc1cc(OC)cc(C(=O)Nc2ccccc2NC(C)=O)c1,-10.0,5.0,-1.7,8.6,3.6,-2.7,111.9,-1.1,-9.7,-3.0
CCOc1ccc(-c2cc(CCCC(=O)NCCCOC)no2)cc1,-2.1,3.7,1.3,-11.5,0.7,-7.1,97.2,-0.7,-17.0,4.0

# Of the compounds above, these have a tert-butyl group.
SMILES,PKA-R2B activ,OPRM1-OPRD1 inv,DAGLB inhibitor,Arr AP2 block,HTR5A ag ctr,PKA-R1A act,Pemphigus Ab inh,MOR-DOR ag,HTR5A inv ag,V-ATPase pHluor
CC(C)(C)c1ccc(OC(=O)Cn2c(C(F)(F)F)nc3ccccc32)cc1,-2.5,-8.3,-7.8,0.8,-1.1,-8.7,98.8,1.8,-20.6,-2.0
CC(C)(C)OC(=O)C[C@@H]1C/C=C\C[C@H](CC(=O)NCCO)C(=O)N2CCC[C@H]2COC1=O,5.7,16.0,-1.4,21.4,3.5,-14.1,102.9,-3.5,-10.9,-5.0

# Source: PubChem BioAssay

# An unsorted share of the library (roughly 2.4% active in at least one column).
